# Compound activity deposited in PubChem by National Center for Advancing Translational Sciences (NCATS).
# RXFP1 ag – agonists of human relaxin receptor RXFP1; Q9HBX9; HEK293T-RXFP1 cAMP TR-FRET, 30 min; response scale: percent of porcine relaxin response, buffer zero; Potency, µM (highest dose often 57.5 µM), without a hit: top-dose activation, hits mostly activators; 370,000 tested, 0.3% active; AID 2676; active = well fitted activation curve with a large enough effect; inconclusive = small, poorly fitted or top-dose-only effect; also: potency is read from the fitted curve at half-maximal effect; % is scaled to controls: 0 for no effect and ±100 for the full control effect; nearly all actives have a fitted effect of over 60% in size; many of its hits are not listed in these tables
#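 HEK293 cells stably expressing RXFP1, treated 30 min at 37C with compounds plus PDE4 inhibitor Ro 20174; cAMP measured by HTRF TR-FRET. Normalized to buffer and 29 nM porcine relaxin; EC50 by Hill fit.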
# TRHR PAM – allosteric enhancers of human TRH receptor. enhancement, % at 2 µM. TRHR cells, fluo-8 calcium fluorescence, EC20 TRH enhancement. P34981. 360,000 tested, 0.66% active; in the data active = enhancement above about 30%; also: 0% is about no effect
# Target sequence (P34981 whole entry, looked up): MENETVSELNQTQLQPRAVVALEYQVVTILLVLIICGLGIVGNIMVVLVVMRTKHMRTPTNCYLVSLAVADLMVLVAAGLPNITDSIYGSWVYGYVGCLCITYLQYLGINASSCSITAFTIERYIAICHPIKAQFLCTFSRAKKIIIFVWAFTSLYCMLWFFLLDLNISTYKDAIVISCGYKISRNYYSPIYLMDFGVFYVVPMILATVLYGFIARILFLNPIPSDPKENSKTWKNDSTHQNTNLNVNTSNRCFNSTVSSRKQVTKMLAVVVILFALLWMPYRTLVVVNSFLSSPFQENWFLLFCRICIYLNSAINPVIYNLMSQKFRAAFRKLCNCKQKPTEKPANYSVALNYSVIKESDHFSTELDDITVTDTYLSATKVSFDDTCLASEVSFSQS
#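 Enhancer read-out: after compound pinning and an initial kinetic agonist-mode read, an EC20 of TRH (10 nM final) was injected and fluo-8 calcium signal (Ex 480/Em 530) followed at 1 s/cycle for 100 cycles in TRHR-expressing cells.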
# D2 antag – antagonists of human D2 dopamine receptor; P14416; HEK293 TREx D2 cells, calcium flux, dopamine EC80; inhibition, % at 10 µM; 340,000 tested, 2% active; AID 485344; in the data active = inhibition above about 30%; also: 0% is about no effect
#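 Cells plated overnight at 30 C with tetracycline; no-wash calcium dye, 30–90 min RT; 10 s baseline; compound pinned; 180 s read; EC80 dopamine added; another 180 s read.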
# D1 ag – human D1 receptor agonism | P21728 | HEK293 T-REx D1 cells, calcium flux, agonist mode | activation, % at 2 µM | 360,000 tested, 1% active | AID 504660; in the data active = activation above about 30%; also: 0% is about no effect
# Target sequence (P21728 whole entry, looked up): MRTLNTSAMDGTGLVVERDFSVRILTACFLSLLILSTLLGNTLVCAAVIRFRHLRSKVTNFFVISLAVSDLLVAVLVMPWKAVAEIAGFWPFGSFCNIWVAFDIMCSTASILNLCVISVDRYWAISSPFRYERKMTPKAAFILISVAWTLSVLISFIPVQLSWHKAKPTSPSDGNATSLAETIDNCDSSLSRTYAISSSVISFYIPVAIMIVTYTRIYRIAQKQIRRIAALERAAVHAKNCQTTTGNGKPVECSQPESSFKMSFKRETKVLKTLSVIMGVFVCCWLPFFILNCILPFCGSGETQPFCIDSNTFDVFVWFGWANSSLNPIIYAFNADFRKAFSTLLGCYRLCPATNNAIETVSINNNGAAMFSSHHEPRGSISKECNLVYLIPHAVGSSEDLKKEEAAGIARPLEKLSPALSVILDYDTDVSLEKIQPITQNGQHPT
#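 Inducible HEK293 T-REx D1 cells, force-coupled to calcium signalling, were plated at 4000 cells/well with tetracycline and held overnight at 30 C. After no-wash calcium dye loading, compound-evoked calcium rise over 180 s flagged agonists.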
# D1 antag – human D1 dopamine receptor antagonism | HEK293 TREx D1 cells, calcium flux, dopamine EC80; active compounds read low | 360,000 tested, 3.2% active | P21728 | AID 504652 | activity change, negative = inhibition, % at 10 µM; in the data active = activity change below about -30%; also: % is scaled to controls: 0 for no effect and ±100 for the full control effect
#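 Inducible Hek293 Trex D1 cells (tetracycline, overnight, 30 C). Calcium dye 30–90 min RT. Antagonist mode: EC80 dopamine added after 180 s compound read.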
# D1 PAM – human D1 dopamine receptor positive modulation. P21728. HEK293 TREx D1 cells, calcium flux, dopamine EC20 potentiation. potentiation, % at 10 µM. 360,000 tested, 0.036% active. AID 504651; in the data active = potentiation above about 30%; also: 0% is about no effect
# D2 agonist – activates the human D2 dopamine receptor. 340,000 tested, 0.53% active. P14416. HEK293 T-REx D2 cells, calcium flux agonist mode. activation, % at 2 µM. AID 485358;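 active = activation over 3 SD above normal in the single-dose calcium agonist read, cut at about 30% in these data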; also: 0% is about no effect
#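 Tetracycline-induced HEK293 T-REx cells with force-coupled D2 receptor, plated overnight at 30 C, loaded with no-wash calcium dye. After a 10 s baseline, compound was pin-added and calcium flux read kinetically for 180 s; calcium rises flagged agonists.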
# D2 PAM – positively modulates the human D2 dopamine receptor allosterically. AID 485347. P14416. potentiation, % at 10 µM. HEK293 T-REx D2, calcium flux, EC20 dopamine potentiation. 340,000 tested, 0.34% active;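 active = potentiation over 3 SD above the plate norm, cut at about 30% in these data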; also: 0% is about no effect
#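 Cells plated with tetracycline inducer and held overnight at 30 C; calcium dye loaded 30–90 min at room temperature; baseline taken, compound added and read 180 s; EC20 dopamine then added and read 180 s.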
# RXFP1 antagonist – blocks the human relaxin receptor RXFP1; Q9HBX9; HEK293-RXFP1, relaxin-stimulated cAMP HTRF, 30 min; active compounds read low; activity change, negative = inhibition, % at 57.5 µM; 350,000 tested, 0.59% active; AID 1259400;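 active = activity change of -60% or lower, but not beyond a set lower limit; inconclusive = change between -60% and -40%, or beyond the set limit; inactive = change above -40%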; also: % is scaled to controls: 0 for no effect and ±100 for the full control effect
# An asterisk follows results filed as active; ? = inconclusive; nt = no result given; & = joins results of further samples. The list is partial; count on the stated rates, not on these rows.
SMILES	RXFP1 ag	TRHR PAM	D2 antag	D1 ag	D1 antag	D1 PAM	D2 agonist	D2 PAM	RXFP1 antagonist
COc1ccccc1CN1CCNC(=O)C1CC(=O)NC1CCCCCC1 (configuration not stated)	4.4%	-7	-5	2	-7	1	0.1	3	-7
O=C(COc1ccccc1Cl)NNC(=O)C1CCCO1 (configuration not stated)	-1.0%	4	6	2	3	-6	0.8	-8	3
Cc1cc(NS(=O)(=O)c2ccc(NC(=O)c3oc4ccccc4c3C)cc2)no1	0.8%	-3	nt	-2	8	0	nt	nt	-8
Cc1c(C(=O)NNC(=S)Nc2ccc(S(N)(=O)=O)cc2)oc2ccccc12	1.2%	-2	0	3	18	-2	0.1	-2	9
COc1cc(OC)cc(C(=O)Nc2cccc(-c3cn4ccsc4n3)c2)c1	-1.0%	-1	nt	1	-7	-2	-0.1	-5	16
CC#CCCCC(=O)Nc1cccc(C(=O)O)c1	0.4%	0	0	1	6	4	0.8	10	-3
CN1CCN(C(=O)NC2CCCN2S(=O)(=O)c2ccc(Cl)cc2)CC1 (configuration not stated)	0.5%	0	-3	-2	-2	0	0.2	-3	4
O=C(NC1CCCCC1)N1CCCC1	-3.3%	5	nt	2	0	-6	nt	nt	-1
COc1ccc(CC/C(C)=N\NC(N)=O)cc1	1.7%	3	0	3	-9	-6	-0.2	1	-4
COC(=O)C1=C(C)Nc2nnnn2C1c1cccnc1 (configuration not stated)	1.6%	1	nt	2	-7	-2	nt	nt	-5
CCOc1ccccc1N1CC(c2nc3ccccc3n2Cc2c(C)cc(C)cc2C)CC1=O (configuration not stated)	1.4%	6	nt	22	-4	4	0.7	11	4
O=C(NCc1ccco1)c1cc([N+](=O)[O-])ccc1Cl	-2.8%	-5	-12	1	-7	3	-0.2	8	-6
Cc1ccc(NC(=O)C(c2ccccc2)C2CCCC2)cc1 (configuration not stated)	-0.3%	-6	-15	7	-34*	-10	1.1	0	-24
OCCCc1nc2n(n1)C(c1ccccc1Cl)C=C(c1cccs1)N2 (configuration not stated)	10%	-6	14	26	20	-2	9.9	3	7
Cc1cc(C)c(C)c(OCC(=O)O/N=C(\N)c2ccccn2)c1	1.9%	-9	23	4	12	7	-0.2	-1	-4
O=C(COc1ccc(Cl)cc1)Nc1ccc(-c2nc3ccccc3s2)c(O)c1	26%	0	nt	-1	7	-1	nt	-2	-13
COC(=O)C1=CNC=C(C(=O)OC)C1c1cccc(OC)c1	6.0%	0	-7	2	8	-3	-0.5	-7	8
COc1ccc(/C=C2\SC(=S)N(N3C(=O)CCC3=O)C2=O)cc1O	-2.0%	0	4	3	3	6	2.0	5	?
CCOC(=O)C1C(=O)C=C(c2ccc([N+](=O)[O-])cc2)CC1c1ccccc1 (configuration not stated)	0.3%	-2	-9	3	-8	-10	-0.2	-4	8
Cc1nnc(Sc2cc(NCCCO)c([N+](=O)[O-])c3nonc23)s1	25%	2	7	4	-11	3	-0.2	5	-68*
Cc1cc(C)c(NC(=O)COc2nc3ccccc3nc2C)c(C)c1	6.0%	1	-6	1	9	1	0.5	7	0
CCCn1c(SCC(=O)NC2CCCCC2C)n[nH]c1=O (configuration not stated)	-0.9%	15	-3	-1	-23	5	0.0	7	2
CCOC(=O)c1c(SCC(=O)Nc2nc(C)cs2)nc(=O)[nH]c1C	1.1%	-7	32*	0	-6	5	0.1	4	10
CC1Nc2ncnc(N3CCOCC3)c2N(Cc2ccc(Cl)cc2)C1=O (configuration not stated)	2.5%	-7	0	2	9	-2	0.6	-5	nt
N/C(=N\OC(=O)CCc1ccccc1)c1ccc(Br)cc1	2.0%	3	-6	6	-12	-8	0.4	9	8
CCO[C@H]1OC(C(=O)N2CCOCC2)=C[C@@H](c2ccc(C(F)(F)F)cc2)[C@@H]1CCCO	0.0%	-4	-2	-3	8	0	0.2	2	nt
O=C1CN(C(=O)Cc2ccc(F)cc2)C(c2ccccc2)c2cc(Cl)ccc2N1 (configuration not stated)	-0.3%	0	nt	10	17	0	0.8	10	-25
Cc1ccc(S(=O)(=O)Nc2ccc(Cl)cc2)cc1NC(=O)Cn1cnc2c1c(=O)n(C)c(=O)n2C	3.0%	21	10	-1	2	0	5.2	0	-15
Brc1ccc(CN2CC[C@H]3C=CCc4cccc(c43)C2)cc1	2.5%	4	-17	2	nt	1	0.2	-13	nt
COCCCNC(=O)CN(c1cc(OC)ccc1OC)S(=O)(=O)c1ccccc1	2.5%	4	-4	1	4	-4	0.0	18	6
O=[S+]([O-])(c1ccc2c(c1)OCCO2)N1CCN([S+](=O)([O-])c2cc(Cl)ccc2F)CC1	nt	-4	nt	1	-12	17	nt	nt	nt
COc1ccc(C(=O)Nc2ccc(N3CCN(C(=O)C(C)C)CC3)cc2)cc1[N+](=O)[O-]	0.8%	8	14	6	-10	1	-1.1	0	-7
CC1(C)Cc2ccccc2-c2nc3n(c(=O)c21)CCS3	5.1%	6	1	2	9	3	-0.1	13	14
Cn1c(SCC(=O)N2CCOCC2)nc2cccnc21	1.6%	-3	nt	1	8	-5	nt	nt	9
O=C(CSC1=NCCS1)Nc1ccc(S(=O)(=O)NC2CCCCC2)cc1	0.8%	-2	-4	14	1	-3	0.3	4	27
O=C(Oc1ccc(Br)cc1)c1cccc(S(=O)(=O)N2CCOCC2)c1	-1.1%	4	1	7	-10	nt	-1.8	1	-12
CCC(C(=O)OCC(=O)Nc1cc(C)ccc1OC)c1ccccc1 (configuration not stated)	0.6%	-2	27	3	0	-6	1.0	-1	11
Cc1cccc(NCC(=O)NNC(=S)Nc2ccccc2)c1	1.1%	19	-7	4	-3	-1	0.2	0	-34
NNc1nc2sc3c(c2c(=O)n1-c1ccccc1)CCCC3	2.2%	1	-3	2	16	-8	-0.2	4	-38
CN=C1NN=C(c2cc(C)n(-c3ccc(Cl)cc3)c2C)CS1	17%	1	4	4	1	3	3.7	0	-2
CCOC(=O)c1[nH]c(C)c(CCC(=O)Nc2ccc(Br)c(C)c2)c1C	0.6%	0	nt	-1	-5	-4	0.6	-10	-17
O=C(CCn1c(=O)c2ccccc2n(CC(=O)Nc2cccc(F)c2)c1=O)NCCc1ccccc1	5.4%	3	nt	1	-15	5	0.5	3	nt
Cc1nc([N+](=O)[O-])cn1CC(=O)Nc1ccc(Cl)cc1	-2.4%	-2	-1	1	-11	-3	0.6	3	5
COc1cc2c(-c3ccc(O)cc3)nc3c(c(C)nn3-c3ccccc3)c2cc1OC	7.7%	1	10	11	15	-8	15	10	nt
Fc1ccc(NC(=S)Nc2ccc(F)c(Cl)c2)cc1Cl	-0.8%	-3	-6	15	-18	-1	4.6	5	-1
CCC(C)(C)n1nnnc1C(c1cc2cc3c(cc2[nH]c1=O)OCO3)N1CCCCC1 (configuration not stated)	1.6%	3	nt	2	-3	3	nt	nt	0
CCCN1CC(=O)N2C(c3ccccc3)c3[nH]c4ccccc4c3C[C@H]2C1=O (some centres not stated)	0.5%	-6	21	2	12	-1	1.0	-10	1
COc1ccc(/C(C)=N/NC(=S)NCc2ccco2)cc1	-0.1%	-6	-4	1	-3	-7	-0.1	4	-2

# Compound profiles, from the list above.
# O=C(CCn1c(=O)c2ccccc2n(CC(=O)Nc2cccc(F)c2)c1=O)NCCc1ccccc1 reads RXFP1 ag = 5.4%; TRHR PAM = 3; D2 antag = nt; D1 ag = 1; D1 antag = -15; D1 PAM = 5; D2 agonist = 0.5; D2 PAM = 3; RXFP1 antagonist = nt
# CCC(C(=O)OCC(=O)Nc1cc(C)ccc1OC)c1ccccc1 (configuration not stated) reads RXFP1 ag = 0.6%; TRHR PAM = -2; D2 antag = 27; D1 ag = 3; D1 antag = 0; D1 PAM = -6; D2 agonist = 1.0; D2 PAM = -1; RXFP1 antagonist = 11

# Other records follow.
SMILES	RXFP1 ag	TRHR PAM	D2 antag	D1 ag	D1 antag	D1 PAM	D2 agonist	D2 PAM	RXFP1 antagonist
CN=C1c2ccccc2CN1c1cccc(C(=O)OC)c1	0.5%	2	8	2	7	-4	-1.4	5	1
O=C(Cn1c2ccccc2c(=O)c2ccccc21)N/N=C/c1cc([N+](=O)[O-])ccc1N1CCCCC1	-0.1%	0	1	2	-4	-7	0.0	27	nt
COc1ccc(-c2cc(C)no2)cc1S(=O)(=O)N1CCN(c2cccc(C)c2)C(C)C1 (configuration not stated)	-0.8%&-0.4%	-5&4	11	2&10	-8&-9	-2&-3	-2.7&0.0	-10&1	2&-18
COc1cc(CN(C(=O)COc2ccc(C)c(C)c2)c2ccccn2)cc(OC)c1OC	-0.8%	-4	nt	3	1	1	-0.4	-11	4
CCOC(=O)CSc1nc(NC#N)nc(N(CC)CC)n1	2.1%	-3	0	2	-7	-4	0.2	13	-4
Cc1ccc(Cl)cc1N1CCN(C(=O)c2ccc3nc[nH]c3c2)CC1	1.3%	2	-4	7	-1	-5	4.1	24	0
Clc1ccc(OCCn2ccnc2)c(Br)c1	0.5%	12	-3	2	-9	-6	-0.6	-6	-4
Fc1cccc(CCN2CCNC[C@@H]2CC2CCCCC2)c1	-1.0%	10	-2	8	nt	12	0.2	-2	nt
Cc1ccc(-n2nnc3c(=O)n(CC(=O)c4ccccc4)cnc32)cc1	-0.8%	1	27	1	-6	-5	0.2	-12	9
O=C(CC12CC3CC(CC(C3)C1)C2)N/N=C/c1ccncc1	0.5%	-1	4	1	-7	-4	1.1	-8	4
CCn1c(-c2csc3c2CCCC3)n[nH]c1=S	4.1%	-7	7	0	-6	-6	-1.3	-3	-20
CC(C)CN(CCCNC(=O)CN1C(=O)COc2ccc(S(=O)(=O)N3CCCCCC3)cc21)CC(C)C	1.0%&9.1%	2&3	-10	3&1	-4&-8	16&1	-0.6&-1.0	0&20	5
Cc1sc2ncn(CC(=O)Nc3cccc(C(F)(F)F)c3)c(=O)c2c1S(=O)(=O)N1CCC(C)CC1	-3.8%	1	nt	1	-4	1	nt	-20	4
O=C(CN1C(=O)COc2ccccc21)N(Cc1cccnc1)Cc1cccc(F)c1	-2.1%	-5	nt	1	13	-6	nt	nt	34
Fc1ccc(NCc2cccn2-c2nnc(N3CCOCC3)s2)cc1	-0.4%	8	nt	14	-6	1	-0.7	-5	nt
CCN(CC)S(=O)(=O)c1ccc(OC)c(NC(=O)c2cc(C)on2)c1	19%	3	-24	1	6	2	-0.4	12	7
